TWEAK Fn14 block = inhibitors of TWEAK-Fn14 signaling, primary screen, luciferase reporter cells, uHTS | TWEAK-stimulated Fn14 reporter cells, luciferase luminescence, 8 h | inhibition, % at 10 µM | 360,000 compounds, 2% hits | AID 1159606, 2016; in the data active means inhibition above about 50%
NR2F2 inh = NR2F2 transcriptional activity inhibitors, primary screen, cell-based, luciferase reporter, HEK293T, luminescence | 370,000 compounds, 0.7% hits | inhibition, % at 8.6 µM | HEK293T NGFI-A luciferase reporter;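 active means inhibition above a per-plate cutoff, mean inhibition of test wells between control levels plus 3 SD, cut at about 38% in these data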;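 further: cells cotransfected with COUP-TFII expression vector driving the NGFI-A reporter; 0% = median of COUP-TF2 test wells and 100% = reporter-only cells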
NCOA3 inh = SRC3 coactivator transcriptional activity inhibitors, primary screen, cell-based, luminescence. HEK293 GAL4-SRC3 luciferase reporter. 360,000 compounds, 0.17% hits. Nuclear receptor coactivator 3 (Homo sapiens), Q9Y6Q9. inhibition, % at 3.6 µM;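 active means inhibition above a per-campaign cutoff, the mean of all compounds plus 3 SD, cut at about 60% in these data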;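 further: 0% = DMSO-treated cells and 100% = gossypol-treated cells at 36 µM; higher means less SRC3-driven luciferase light from the GAL4 reporter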
Target sequence (Q9Y6Q9 whole entry, looked up, the tested form may be a part): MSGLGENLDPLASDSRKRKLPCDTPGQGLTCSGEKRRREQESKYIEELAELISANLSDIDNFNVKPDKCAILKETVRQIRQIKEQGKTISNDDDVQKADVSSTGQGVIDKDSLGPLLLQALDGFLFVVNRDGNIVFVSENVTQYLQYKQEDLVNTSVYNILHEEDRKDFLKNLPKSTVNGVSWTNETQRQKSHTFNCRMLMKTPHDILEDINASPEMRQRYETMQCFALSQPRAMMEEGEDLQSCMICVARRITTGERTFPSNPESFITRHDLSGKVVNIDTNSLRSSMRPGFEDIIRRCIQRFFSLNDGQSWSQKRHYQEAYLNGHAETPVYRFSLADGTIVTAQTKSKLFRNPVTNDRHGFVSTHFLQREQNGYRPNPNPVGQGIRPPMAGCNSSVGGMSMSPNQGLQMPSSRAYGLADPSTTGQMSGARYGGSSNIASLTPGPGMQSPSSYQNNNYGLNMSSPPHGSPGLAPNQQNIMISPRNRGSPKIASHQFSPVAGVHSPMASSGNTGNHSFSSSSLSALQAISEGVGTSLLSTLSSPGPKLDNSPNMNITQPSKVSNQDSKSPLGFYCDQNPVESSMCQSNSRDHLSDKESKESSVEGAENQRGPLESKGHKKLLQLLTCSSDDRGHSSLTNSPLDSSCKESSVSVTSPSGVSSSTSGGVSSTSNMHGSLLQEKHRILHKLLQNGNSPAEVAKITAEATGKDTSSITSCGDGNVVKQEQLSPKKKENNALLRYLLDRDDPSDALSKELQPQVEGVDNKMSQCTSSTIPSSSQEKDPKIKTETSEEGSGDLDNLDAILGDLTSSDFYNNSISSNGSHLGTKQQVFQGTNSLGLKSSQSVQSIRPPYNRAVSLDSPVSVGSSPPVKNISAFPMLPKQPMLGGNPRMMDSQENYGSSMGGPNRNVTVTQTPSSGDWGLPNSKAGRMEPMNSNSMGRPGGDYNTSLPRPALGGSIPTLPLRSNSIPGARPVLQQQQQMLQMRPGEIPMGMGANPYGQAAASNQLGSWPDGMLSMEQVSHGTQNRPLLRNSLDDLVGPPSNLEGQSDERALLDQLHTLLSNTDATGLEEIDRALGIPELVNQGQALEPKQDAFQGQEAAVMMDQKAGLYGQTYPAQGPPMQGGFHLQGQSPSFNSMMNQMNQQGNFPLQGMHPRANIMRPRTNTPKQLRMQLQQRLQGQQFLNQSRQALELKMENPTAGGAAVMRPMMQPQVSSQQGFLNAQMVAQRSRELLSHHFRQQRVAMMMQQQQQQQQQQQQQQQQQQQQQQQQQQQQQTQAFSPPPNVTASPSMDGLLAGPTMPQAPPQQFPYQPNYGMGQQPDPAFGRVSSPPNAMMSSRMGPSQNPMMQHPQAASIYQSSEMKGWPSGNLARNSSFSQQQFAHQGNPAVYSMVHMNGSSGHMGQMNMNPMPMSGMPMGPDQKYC
KKLEB tox = cytotoxicity in KKLEB CF airway cells, primary screen, cytotoxicity control for CF NF-kB inhibitor project, cell-based, uHTS, fluorescence assay plates. KKLEB CF airway cells viability, ATPlite luminescence, overnight; hits give low values; cells stimulated with P. aeruginosa culture filtrate. AID 602141, 2011. activity change (cytotoxicity), % at 5 µM. 360,000 compounds, 0.36% hits;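 active means corrected activity change at or below -50% at 5 µM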
TRAIL sens C8 = viability loss with TRAIL in NB7+C8 cells, primary screen, TRAIL sensitizer project, cell-based, ATPlite luminescence; inhibition (viability loss, TRAIL sensitization), % at 10 µM; 360,000 compounds, 1% hits; AID 624354, 2012;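 active means compounds causing at least 50% loss of cell viability in the single-dose screen, relative to plate controls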
CF NFkB block = inhibitors of PAF-induced NF-kB signaling, primary screen, cell-based, GFP fluorescence, uHTS. KKLEB NF-kB-GFP reporter, GFP fluorescence overnight. inhibition, % at 5 µM. 360,000 compounds, 0.86% hits. AID 588850, 2011;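 active means at least 50% inhibition at 5 µM, scaled per plate between neutral and stimulator controls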;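 further: PAF is a Pseudomonas aeruginosa culture filtrate used as stimulus; plate controls were PAF-stimulated DMSO wells for no effect and unstimulated DMSO wells for full effect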
Shn3 3UTR inh = reduction of Shn3 3'UTR firefly luciferase signal, primary screen, Schnurri-3 inhibitor project, cell-based, Clone20 osteoblasts, set 2 | 360,000 compounds, 0.52% hits | inhibition, % at 12.5 µM | Clone20 osteoblast Shn3 3'UTR firefly luciferase, 24 h | AID 588674, 2011;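 active means mean inhibition of at least 75% with every replicate also reaching 75%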;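 further: 0% = median of neutral control wells and 100% = pilot-screen positive control compound; some compounds past the cut are filed as inactive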
TROY NFkB inh = inhibitors of TROY-driven NF-kB signaling, primary screen, Q293 LMP1-TROYcd cells, NF-kB luciferase, uHTS. Q293 LMP1-TROYcd NF-kB luciferase reporter, 4 h. inhibition, % at 10 µM. 360,000 compounds, 0.98% hits. AID 1347056, 2019;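 active means compounds whose plate-normalised and pattern-corrected inhibition of the luciferase reporter signal at the single screening dose is 50% or more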
NR5A2 inv ag = LRH-1 (NR5A2) inverse agonists, primary screen, cell-based, luminescence, HEK293T, StAR-luciferase reporter; LRH-1 transfected, 24 h; inhibition, % at 3.6 µM; AID 602396, 2012; 360,000 compounds, 0.13% hits; Nuclear receptor subfamily 5 group A member 2 (Homo sapiens), O00482;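 active means inhibition above the mean inhibition of all tested compounds plus 3 SD, cut at about 73% in these data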;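 further: 0% = DMSO wells and 100% = reporter-only cells lacking LRH-1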
EBV LMP1 NFkB = EBV LMP1-driven NF-kappaB luciferase reporter inhibitors, primary screen, cell-based, luminescence, single point | LMP1-induced NF-kappaB luciferase reporter cells | inhibition, % at 12.5 µM | 350,000 compounds, 0.69% hits; in the data active means inhibition above about 41%;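 further: 0% = neutral control wells and 100% = reference inhibitor control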
NCOA1 inh = SRC1 coactivator transcriptional activity inhibitors, primary screen, cell-based, luminescence. Nuclear receptor coactivator 1 (Homo sapiens), Q15788. HEK293 GAL4-SRC1 luciferase reporter. inhibition, % at 3.6 µM. 360,000 compounds, 0.12% hits;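 active means inhibition above the campaign mean plus 3 SD, with each screening campaign given its own cutoff, cut at about 60% in these data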;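 further: 0% = DMSO treated cells and 100% = gossypol at 36 µM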
* = called active by the depositor; · = no result given. A portion of the library; the hit share may differ from the screen's.

Letters: A = TWEAK Fn14 block; B = NR2F2 inh; C = NCOA3 inh; D = KKLEB tox; E = TRAIL sens C8; F = CF NFkB block; G = Shn3 3UTR inh; H = TROY NFkB inh; I = NR5A2 inv ag; J = EBV LMP1 NFkB; K = NCOA1 inh
> CCCc1cc(=O)oc2cc(C)cc(OC(C)C(=O)NCC(O)c3ccccc3)c12 (stereo not given)
  A = -28; B = -8; C = 17; D = -17; E = -29; F = 0; G = 9; H = -8; I = 9; J = -8; K = 2

> CC(Sc1nc2ccccc2c(=O)n1CCCN1CCOCC1)C(=O)N1CCc2ccccc21 (stereo not given)
  A = -2; B = 23; C = 1; D = 19; E = -6; F = -16; G = -5; H = -3; I = -6; J = 7; K = -7

> O=C(CSc1ncccn1)N1CCCc2ccccc21
  A = 4; B = -5; C = 8; D = 3; E = 0; F = 1; G = 16; H = -24; I = 3; J = -4; K = -4

> Cc1cccc(NC(=O)C2(c3ccccc3)CC2(Cl)Cl)c1 (stereo not given)
  A = -14; B = -2; C = 1; D = -7; E = -10; F = 12; G = 23; H = -15; I = 4; J = -9; K = 1

> COC(=O)c1cc(=O)nc(NN=C2CCCCC2)s1
  A = -11; B = ·; C = -2; D = -4; E = -8; F = -2; G = -8; H = 1; I = 5; J = ·; K = -9

> Cc1nn(Cc2ccccc2Cl)c(C)c1C(=O)N1CCN(c2ccccc2)CC1
  A = 15; B = -3; C = 5; D = 14; E = 11; F = -4; G = 11; H = -8; I = 19; J = 0; K = -8

> O=C1C2CC=CCC2C(=O)N1Cc1ccccc1Cl (stereo not given)
  A = -8; B = 2; C = 10; D = 5; E = 1; F = -23; G = -6; H = 6; I = 14; J = 3; K = 2

> OCCC1CN(Cc2cn[nH]c2C2CCCCC2)CCN1C1CCCCC1 (stereo not given)
  A = -2; B = 13; C = 6; D = 1; E = 6; F = -2; G = -3; H = 4; I = -11; J = 2; K = -8

> CCOc1ccc2nc(C(=O)N3CCCC(C)C3)sc2c1 (stereo not given)
  A = 23; B = -34; C = -93; D = -23; E = 32; F = 0; G = -12; H = -31; I = -140; J = -33; K = -134

> O=C(c1cnccn1)N1CCN(c2ccccc2)CC1
  A = 6; B = -1; C = 0; D = -4; E = -11; F = 13; G = -1; H = 18; I = 8; J = -4; K = -10

> CC(C)COc1nc2c(c(=O)n(C)c(=O)n2C)n1C
  A = 9; B = 16; C = -10; D = -8; E = 6; F = 8; G = 8; H = 21; I = 9; J = 1; K = -4

> C[C@@]1([C@@H](NC(=O)c2cccs2)c2ccc(-c3ccccc3)cc2)C[C@H]1C1CCCCC1
  A = -15; B = -8; C = -3; D = -5; E = 16; F = 16; G = 13; H = -11; I = -8; J = 8; K = -2

> CCN(Cc1ccccc1)S(=O)(=O)c1cc(C(=O)c2c(N)n(C)c(=O)n(C)c2=O)ccc1OC
  A = 2; B = 3; C = 5; D = -2; E = -4; F = -16; G = 27; H = -13; I = 6; J = -2; K = -1

> CC1=NN(c2cccc(Cl)c2)C(=O)C1
  A = -1; B = -13; C = 1; D = 0; E = 1; F = 1; G = 5; H = 13; I = 4; J = -6; K = -7

> COCCn1c(=S)[nH]c2cc(C(=O)N3CCCC(C)C3)ccc2c1=O (stereo not given)
  A = 13; B = 5; C = 23; D = -9; E = 12; F = 5; G = 49; H = 11; I = 15; J = 8; K = 14

> CC(C)CC(N)c1csc(Nc2ccc(S(C)(=O)=O)cc2)n1 (stereo not given)
  A = -9; B = -8; C = -1; D = -4; E = -6; F = 0; G = -4; H = -6; I = 32; J = ·; K = -3

> O=[N+]([O-])c1cccc(-c2nc3ccccc3s/c2=N/O)c1
  A = -13; B = 11; C = -21; D = 10; E = -24; F = 36; G = 1; H = -50; I = -12; J = 6; K = 21

> Cc1cccc(NC(=O)C2CCCN(S(=O)(=O)c3c(C)nn(C)c3C)C2)n1 (stereo not given)
  A = -7; B = 13; C = 13; D = 6; E = -6; F = -2; G = 21; H = 3; I = 3; J = 7; K = 14

> CCN1C(=O)[C@H]2[C@@H](c3ccc(-c4ccc(OC)cc4)c(OC)c3)N3CCCC[C@@]3(C(=O)OC)[C@H]2C1=O
  A = 2; B = 12; C = 5; D = -3; E = 2; F = 5; G = 14; H = -3; I = 1; J = 9; K = 7

> Cc1cccc(NC(=O)c2cccc(N3C(=O)C4C5CCC(C5)C4C3=O)c2)c1C (stereo not given)
  A = -11; B = 3; C = 6; D = 4; E = 4; F = -5; G = -10; H = -13; I = 1; J = 1; K = -26

> COc1ccccc1NS(=O)(=O)c1ccc(C)c(C(=O)NCC2(N(C)C)CCCCC2)c1
  A = 5; B = -2; C = 16; D = 7; E = -13; F = 5; G = 6; H = -1; I = -13; J = -2; K = 6

> O=C(Cc1ccccc1[N+](=O)[O-])N/N=C/c1cccnc1
  A = -16; B = 13; C = -4; D = 10; E = -2; F = -3; G = -4; H = -3; I = 0; J = -5; K = -17

> CCc1nnc(NS(=O)(=O)c2ccc(NC(=S)NC(=O)/C=C/c3ccccc3)cc2)s1
  A = 2; B = -16; C = 17; D = 6; E = -13; F = -27; G = -36; H = 16; I = -11; J = 2; K = -3

> O=C(Cn1nc([N+](=O)[O-])nc1Br)NC1CCCCC1
  A = 9; B = -13; C = 5; D = 4; E = 4; F = 4; G = 13; H = -5; I = 6; J = -3; K = -12

> COc1ccc2oc(=Nc3ccccc3)c(-c3nc4ccccc4[nH]3)cc2c1
  A = 56*; B = -58; C = -107; D = -67*; E = 63*; F = -15; G = -16; H = 36; I = -110; J = -31; K = -104

> C[C@H](NC(=O)OC(C)(C)C)C(=O)N/N=C/C1=Cc2ccccc2OC1
  A = 2; B = 14; C = -6; D = -15; E = -8; F = -6; G = -10; H = -14; I = 7; J = -4; K = -5

> Cc1cc(C)c(S(=O)(=O)NCCSCc2ccco2)c(C)c1
  A = 18; B = -11; C = -19; D = -3; E = -3; F = 5; G = -10; H = 32; I = -4; J = -5; K = 8

> O=C(OCCOCCN=C1NS(=O)(=O)c2ccccc21)c1ccccc1Br
  A = 7; B = -1; C = 11; D = -8; E = -21; F = 0; G = -14; H = 2; I = 7; J = 1; K = 19

> CCCS(=O)(=O)c1nc(S(=O)(=O)c2ccc(C)cc2)c(NCCN2CCOCC2)s1
  A = 16; B = 2; C = 8; D = 5; E = -1; F = 1; G = -10; H = ·; I = 13; J = 15; K = -27

> CCC1CCCCN1CCCNC(=O)Cn1ncc2c(C)n(Cc3ccccc3Cl)c(C)c2c1=O (stereo not given)
  A = -13; B = -13; C = -11; D = 5; E = 6; F = 4; G = -15; H = 10; I = 0; J = 1; K = -13

> O=C(CSc1nnc(Cc2ccccc2)o1)Nc1ccc(Br)cn1
  A = 0; B = -12; C = -5; D = 2; E = -1; F = -3; G = 4; H = -19; I = 9; J = -21; K = 10

> COC(=O)C1=C(C)NC(=O)C1(NC(=O)c1cccnc1)C(F)(F)F (stereo not given)
  A = -20; B = -6; C = 12; D = -2; E = -2; F = -5; G = -15; H = -22; I = 26; J = -1; K = -3

> O=C(CC1SC(N2CCOCC2)=NC1=O)Nc1ccccc1F (stereo not given)
  A = 3; B = -7; C = 10; D = 1; E = 8; F = 18; G = -21; H = -11; I = 0; J = 0; K = -7

> CCOC(=O)CN1C(=O)S/C(=C/c2cc(C)n(-c3ccccn3)c2C)C1=O
  A = 6; B = -32; C = -66; D = -4; E = 24; F = 9; G = -18; H = 0; I = -91; J = -15; K = -101

> N#C/C(=C/c1ccc(-c2cc([N+](=O)[O-])ccc2Cl)o1)C(N)=O
  A = -12; B = 4; C = 1; D = 16; E = -16; F = -122; G = 13; H = 22; I = -17; J = -3; K = 9

> COc1ccc(OCC(=O)Nc2sc3c(c2C(=O)NCC2CCCO2)CCC3)cc1 (stereo not given)
  A = -15; B = 11; C = -1; D = -6; E = 0; F = 19; G = 58; H = -23; I = -1; J = 3; K = 13

> CCOC(=O)N1CCN(Cc2nnc(-c3ccccc3Cl)o2)CC1
  A = 12; B = -14; C = 7; D = 4; E = 10; F = 3; G = -16; H = -20; I = 7; J = 4; K = 9

> CCOc1ccc(S(=O)(=O)NCC2(N3CCCCC3)CCCCC2)cc1
  A = 3; B = -13; C = -11; D = 4; E = -9; F = 13; G = -2; H = -8; I = -13; J = 3; K = 11

> CC(C)CC(NS(=O)(=O)c1cccc(C(=O)O)c1)C(=O)O (stereo not given)
  A = -7; B = 3; C = 3; D = -4; E = 4; F = 6; G = 9; H = -2; I = 7; J = 3; K = -16

> N#CC1=C2SCN(Cc3ccccc3)CN2C(=O)CC1c1cccs1 (stereo not given)
  A = 12; B = -4; C = 3; D = 7; E = 1; F = -6; G = -33; H = 3; I = -13; J = -1; K = 10

> Cc1ccc(CNC(=O)CN(c2ccc(C)cc2)S(=O)(=O)c2c(C)n[nH]c2C)cc1
  A = 9; B = -3; C = -7; D = 0; E = -2; F = 0; G = 4; H = -11; I = 4; J = -4; K = 10

Of the compounds above, these have an aryl methoxy group.
Letters: A = TWEAK Fn14 block; B = NR2F2 inh; C = NCOA3 inh; D = KKLEB tox; E = TRAIL sens C8; F = CF NFkB block; G = Shn3 3UTR inh; H = TROY NFkB inh; I = NR5A2 inv ag; J = EBV LMP1 NFkB; K = NCOA1 inh
> CCN(Cc1ccccc1)S(=O)(=O)c1cc(C(=O)c2c(N)n(C)c(=O)n(C)c2=O)ccc1OC
  A = 2; B = 3; C = 5; D = -2; E = -4; F = -16; G = 27; H = -13; I = 6; J = -2; K = -1

> CCN1C(=O)[C@H]2[C@@H](c3ccc(-c4ccc(OC)cc4)c(OC)c3)N3CCCC[C@@]3(C(=O)OC)[C@H]2C1=O
  A = 2; B = 12; C = 5; D = -3; E = 2; F = 5; G = 14; H = -3; I = 1; J = 9; K = 7

> COc1ccccc1NS(=O)(=O)c1ccc(C)c(C(=O)NCC2(N(C)C)CCCCC2)c1
  A = 5; B = -2; C = 16; D = 7; E = -13; F = 5; G = 6; H = -1; I = -13; J = -2; K = 6

> COc1ccc2oc(=Nc3ccccc3)c(-c3nc4ccccc4[nH]3)cc2c1
  A = 56*; B = -58; C = -107; D = -67*; E = 63*; F = -15; G = -16; H = 36; I = -110; J = -31; K = -104

> COc1ccc(OCC(=O)Nc2sc3c(c2C(=O)NCC2CCCO2)CCC3)cc1 (stereo not given)
  A = -15; B = 11; C = -1; D = -6; E = 0; F = 19; G = 58; H = -23; I = -1; J = 3; K = 13
